Compound activity (PubChem)
AI-2 QS modul – Vibrio harveyi AI-2 quorum sensing modulators, primary screen, JMH597 strain, luminescence/OD600 ratio; Vibrio harveyi JMH597 AI-2 luminescence/OD600 ratio, 9 h; hits give low values; strain lacks LuxN and CqsS sensors; 0 = neutral-control median; AID 2094, 2009; activity change, % at 7.5 µM; 300,000 tested, 0.4% active; in the data active means activity change below about -75%, passing the limit was not always enough; inconclusive means no clear call, values can overlap the other calls;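 further: luminescence divided by OD600 gain over 9 h not by final OD600 alone; inactives centre near 13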
HIF activator – HIF pathway transcriptional activators, primary screen, cell-based, U2OS HRE-luciferase, luminescence; U2OS HRE-luciferase reporter; normalized: DMSO 0%, desferrioxamine 100%; activation, % at 7.5 µM (by protocol); 300,000 tested, 0.32% active; AID 1910, 2009;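 active means mean activation of at least 10% of the iron chelator positive control signal, with at least half of replicates also reaching 10%; inconclusive means mean and replicate majority disagree about reaching 10%; inactive means mean and most replicates under 10%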
HSP90 refold inh – HSP90 inhibitors, primary screen, cell lysate, luminescence; 290,000 tested, 0.91% active; inhibition, % at 5.6 µM; Rabbit reticulocyte lysate, luciferase refolding luminescence, 3 h; Heat shock protein HSP 90 (rabbit reticulocyte lysate; luciferase refolding);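 active means inhibition above the screen-wide mean plus 3 SD, computed separately per campaign, cut at about 16% in these data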;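 further: 0% = DMSO wells and 100% = 60 µM geldanamycin wells; inhibitors lower the luminescence because luciferase stays unfolded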
HSF-1 act – HSF-1 activators, primary screen, NIH3T3-HGL cells, MG132 stress, luminescence, single point | NIH3T3-HGL HSF-1 luciferase reporter, 8 h; 100% = twice DMSO control signal | activation, % at 9 µM | 300,000 tested, 1.7% active | AID 504408, 2011;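 active means mean replicate activation of at least 50% with a set share of replicates each reaching 50%; inconclusive means only one of those two conditions met; inactive means mean below 50% and too few replicates reaching it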;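 further: 0% = median of the neutral control wells and 100% = twice that signal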
KLF5 inh – KLF5 expression inhibitors, primary screen, DLD-1 cells, luminescence | AID 1700, 2009 | 290,000 tested, 0.23% active | inhibition, % at 5 µM | DLD-1 KLF5 promoter-luciferase reporter;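 active means inhibition above a per-plate limit of that plate's mean compound inhibition plus 3 SD, cut at about 60% in these data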;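 further: 0% = DMSO wells and 100% = LY294002 at 200 µM; higher means less KLF5 promoter-driven luciferase light; inactives centre near -14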
HSF1 inh – HSF1 inhibitors in luciferase reporter cells, primary screen, cell-based, NIH3T3, luminescence | 300,000 tested, 0.77% active | NIH3T3-HGL HSE-luciferase, MG132-induced, luminescence 8 h; hits give low values | activity change, negative = inhibition, % at 7.5 µM (by protocol);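 active means more than half of replicate wells show activity change below -50%, luminescence cut by over half; inconclusive means some wells, but at most half, below -50%; inactive means no replicate well below -50%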;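 further: luciferase reports HSF-1 transcriptional activity via heat shock element; 0% = median of DMSO wells and -100% = zero luminescence signal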
aSyn UTR inh – MLPCN primary screen, SNCA 5' untranslated region; alpha-synuclein 5'UTR reporter, inhibitor activity; 300,000 tested, 0.82% active; inhibition, % (tested at 7.5 µM); in the data active means inhibition above about 60%; inconclusive means no clear call, values can overlap the other calls;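 further: H4 neuroglioblastoma cells stably carrying SNCA 5'UTR luciferase fusion; 0% = DMSO wells and 100% = positive control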
IEC-6 tox – cytotoxicity in IEC-6 intestinal epithelial cells, primary screen, cytotoxicity control for KLF5 inhibitor project, cell-based, luminescence | IEC-6 cytotoxicity, luminescence viability | inhibition, % at 5 µM | 290,000 tested, 0.78% active | AID 1825, 2009; in the data active means inhibition above about 22%;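 further: 0% = plate median of test compound wells and 100% = cytotoxic reference compound wells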
GSK3A inh – blockers of GSK3A enzyme activity – biochemical, luminescence, cell-free homogeneous, HTS, primary screen | Glycogen synthase kinase-3 alpha (Homo sapiens), P49840 | GSK-3 alpha kinase, ADP-Glo luminescence, 60 min | inhibition, % at 10 µM | 320,000 tested, 0.1% active | AID 2650, 2010;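 in the data active means inhibition above about 50%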;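 further: GST-tagged GSK-3 alpha with peptide substrate and 25 µM ATP; 0% = DMSO neutral wells and 100% = GW8510 positive control wells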
Target sequence (P49840 whole entry, looked up): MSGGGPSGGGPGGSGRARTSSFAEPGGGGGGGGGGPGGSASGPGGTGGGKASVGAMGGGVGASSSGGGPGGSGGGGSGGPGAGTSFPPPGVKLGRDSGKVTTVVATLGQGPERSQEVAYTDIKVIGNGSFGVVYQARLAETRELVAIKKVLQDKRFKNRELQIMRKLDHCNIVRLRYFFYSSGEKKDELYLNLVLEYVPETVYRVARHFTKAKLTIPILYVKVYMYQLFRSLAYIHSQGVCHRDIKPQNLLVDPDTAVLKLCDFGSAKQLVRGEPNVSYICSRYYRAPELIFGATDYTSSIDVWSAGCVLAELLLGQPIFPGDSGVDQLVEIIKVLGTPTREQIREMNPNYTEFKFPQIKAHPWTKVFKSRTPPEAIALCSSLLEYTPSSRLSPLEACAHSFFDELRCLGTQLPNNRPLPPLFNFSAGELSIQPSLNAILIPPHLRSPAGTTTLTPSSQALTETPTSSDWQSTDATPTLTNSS
GSK3beta inhib – human GSK3beta kinase inhibitors, primary screen, biochemical, cell-free homogeneous, HTS; 300,000 tested, 0.038% active; activity score (negative = inhibition), % at 10 µM; Glycogen synthase kinase-3 beta (Homo sapiens), P49841; AID 2097, 2009; GST-GSK3beta kinase, ADP-Glo luminescence, 60 min; hits give low values;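 active means more than half of replicate wells score below -50%, meaning over 50% inhibition versus plate controls; inconclusive means some replicates but at most half score below -50%; inactive means no replicate scores below -50%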;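 further: 0% = median DMSO wells and -100% = median GW8510 positive control wells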
Target sequence (P49841 whole entry, looked up): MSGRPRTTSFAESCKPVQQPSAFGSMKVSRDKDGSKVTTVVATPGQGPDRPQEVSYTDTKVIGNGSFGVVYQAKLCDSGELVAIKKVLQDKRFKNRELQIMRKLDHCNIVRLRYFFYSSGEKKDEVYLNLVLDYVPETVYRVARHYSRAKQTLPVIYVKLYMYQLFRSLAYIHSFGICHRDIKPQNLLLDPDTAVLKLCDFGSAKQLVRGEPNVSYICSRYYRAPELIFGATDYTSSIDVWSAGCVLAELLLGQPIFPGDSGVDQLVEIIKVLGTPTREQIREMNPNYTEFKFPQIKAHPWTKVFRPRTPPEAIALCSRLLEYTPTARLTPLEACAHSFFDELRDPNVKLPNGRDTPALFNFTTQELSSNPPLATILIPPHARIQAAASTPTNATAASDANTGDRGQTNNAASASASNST
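Assay system: GST-tagged human GSK3beta kinase, cell-free; Input: 1.6 ng GSK3beta; Medium: Tris/MgCl2 kinase buffer; Timing: 60 min enzyme reaction, room temperature; Signal: ADP-Glo luminescence quantifying ADP generated by kinase; Evaluation: score relative to plate controls; Benchmarks: DMSO neutral wells and GW8510 at 20 µM as positive.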
Active calls of the source: *; ? = inconclusive; / = not tested or not shown. Hits appear at their usual frequency; 4.7% or so of the library scored in one or more.

SMILES	AI-2 QS modul	HIF activator	HSP90 refold inh	HSF-1 act	KLF5 inh	HSF1 inh	aSyn UTR inh	IEC-6 tox	GSK3A inh	GSK3beta inhib
Cc1ccc(CS(=O)(=O)c2ccccc2-c2nnc(-c3ccc(Cl)cc3)o2)cc1	9	-0.1	-5	24	-24	9	15	2	-2	0
Cc1[nH]c2ccccc2c1CCNC(=O)c1ccc2c(c1[N+](=O)[O-])C(=O)c1ccccc1C2=O	16	-0.2	7	58*	-5	23	-44	10	2	0
COc1cccc2c1C(=O)C[C@]1(CCCC[C@@H]1C)O2	35	-0.3	/	-14	/	2	5	/	-1	1
Cc1oc2c(C)c3oc(=O)c4c(c3cc2c1C)CCC4	25	0.8	1	1	-6	5	-21	0	/	-3
COc1ccc(CC(=O)OCC(=O)Nc2cc(S(=O)(=O)N3CCOCC3)ccc2N2CCCC2)cc1	20	-0.7	5	6	-3	7	-9	2	-2	-1
O=C(CCCn1cnc([N+](=O)[O-])n1)Nc1cc(Cl)ccc1O	15	-0.6	-5	3	-7	-2	-14	3	-4	-1
COc1ccc(S(=O)(=O)N2CCC(C(N)=O)CC2)cc1	-2	-0.3	-2	6	-34	6	14	-2	-1	1
CN(C)C(=O)N1CCNCC1	26	2.2	-1	-5	14	-6	10	-11	-2	-1
O=C(Cn1ccccc1=O)c1cccs1	46	-0.5	2	-1	-19	-10	20	0	-3	3
CCOc1ccc(S(=O)(=O)NCCC(=O)NCC(c2cccs2)N(C)C)cc1 (stereo unspecified)	7	1.0	/	10	/	6	-11	/	1	-1
Cn1c(=O)[nH]c(=O)c2c1nc(SCC(N)=O)n2Cc1cccc(Br)c1	6	1.2	3	37	-3	12	-6	8	-1	-2
CN(C)c1nc(NCc2ccccc2)nc(SCC(=O)Nc2ccccc2)n1	7	0.2	0	13	-4	2	10	5	-5	-2
COC(=O)C1(C)Nc2ccccc2C(=O)N1c1ccccc1OC (stereo unspecified)	13	0.0	2	1	17	-2	-13	5	/	5
Cc1cc(C)n2nc(C(=O)OCC(=O)Nc3ccc4c(c3)OCO4)nc2n1	3	-0.7	2	-9	-37	-7	6	-7	1	-2
O=C(c1ccc2c(c1)OCO2)N1CCCC(c2ccccc2)C1 (stereo unspecified)	35	0.2	-1	-6	-28	0	-2	2	-3	-5
COc1ccc(NC(=O)c2cccc(OC(F)F)c2)cc1Cl	-49	2.1	2	28	-117	16	-197	9	7	-5
O=C(CNC(=O)c1ccc(Br)cc1)N/N=C/c1cccnc1	4	-0.1	-3	22	-13	-5	1	-1	0	1
O=C(c1ccc(C(F)(F)F)cc1)N1CCC(=O)N(C(COCc2ccccc2)Cc2ccccc2)CC1 (stereo unspecified)	23	-0.5	2	24	-5	7	39	0	-4	-1
COc1ccc(NC(=O)NC2CCCc3ccccc32)cc1OC (stereo unspecified)	16	-0.5	-6	-7	-28	-2	9	7	-4	1
CCOC(=O)Cc1nnc(NC(=O)c2ccco2)s1	31	-0.1	-1	18	-26	3	1	2	-4	-1
O=C(NCCc1ccccc1)C1CCC(=O)N1CCc1ccccc1 (stereo unspecified)	12	-1.6	-2	-6	-26	-6	-12	-5	1	4
CCOP(=O)(OCC)c1nc(-c2cccc3ccccc23)oc1NCc1ccc(OC)cc1	16	0.4	-1	10	-17	12	15	-8	-2	0
Cc1ccccc1C(=O)N1CCC(C(=O)N(C)CC(=O)Nc2cccc(F)c2)CC1	10	-0.5	-5	-3	-23	-8	5	5	-2	2
Cc1cc(C)cc(C(=O)NC(=S)Nc2ccc(Cc3ccncc3)cc2)c1	20	0.4	3	-20	2	-23	7	1	5	0
O=C(Nc1ccc(OC(F)F)cc1)c1cc(S(=O)(=O)N2CCOCC2)ccc1F	13	0.4	3	8	-36	-4	-14	10	-1	2
Next compounds follow:
SMILES	AI-2 QS modul	HIF activator	HSP90 refold inh	HSF-1 act	KLF5 inh	HSF1 inh	aSyn UTR inh	IEC-6 tox	GSK3A inh	GSK3beta inhib
Cc1cccc(N(CC(=O)NC2CCCCC2)C(=O)c2csnn2)c1	14	0.1	-3	4	-43	-3	9	-6	-2	1
Cc1ccc(N=C2SCCCN2C(=O)c2cccc(N3C(=O)CCC3=O)c2)cc1Cl	7	0.6	/	-1	/	-9	-17	/	-1	0
Cc1nnc(SCC(=O)N2CCOCC2)c2ccccc12	30	-2.6	1	22	0	0	-3	0	-2	0
Cc1ccc(NC(=O)CCNS(=O)(=O)c2ccc3c(c2)CCC(=O)N3)cc1	11	0.2	2	-8	-18	-11	9	3	2	-4
Cc1ccc(C)c2[nH]c(=O)c(C(c3nnnn3Cc3ccccc3)N3CCc4ccccc4C3)cc12 (stereo unspecified)	9	0.3	-1	19	-18	4	-38	-1	1	-1
O=C(Oc1ccc(-c2cn3c(n2)SCC3)cc1)c1ccccc1	21	1.5	2	33	-14	1	-26	1	1	3
Cn1c(C(C#N)C2=C(Cl)C(=O)N(c3ccccc3)C2=O)nc2ccccc21 (stereo unspecified)	/	/	3	/	5	/	/	4	-3	/
Cc1cc(C)nc(CCNC(=O)CC2C(=O)NCCN2Cc2ccc(F)cc2Cl)n1 (stereo unspecified)	35	-0.4	-3	0	-43	-1	-6	-8	1	2
OC1(c2nc3ccccc3[nH]2)CCCCC1	12	-0.7	/	-3	/	6	2	/	0	1
O=C(Nc1ccc(F)cc1)c1nc(S(=O)(=O)Cc2ccccc2)ncc1Cl	16	-4.7	-3	-89	18	-85*	67*	91*	-1	0
CCN1CN(CCc2ccccc2)CNC1=S	18	270*	-5	10	-2	1	10	-6	-1	5
Cn1c(C(=O)NC2CCCCC2)cc2c(=O)n3ccccc3nc21	-6	2.8	-4	4	-86	7	-134	0	-17	3
C#CCOCCOCCOCCNc1nc(N2CCN(C(=O)Cn3cc(CCCN=C(N)N)nn3)CC2)nc(N2CCN(C(=O)[C@H](C(C)C)n3cc(CCO)nn3)CC2)n1	23	-0.1	-1	-3	-4	0	7	-2	-3	-1
CCOC(=O)Cc1csc(NC(=O)NC2(C(F)(F)F)Oc3cc(Cl)c(Cl)cc3O2)n1	30	1.0	5	-66	-15	-57*	5	7	-2	-1
CCOc1ccc2c(c1)C(N(CCN1CCOCC1)C(=O)Nc1ccccc1)CC(C)(C)O2 (stereo unspecified)	11	-0.2	0	2	-6	1	1	4	/	1
CC1(C)CC(=O)C(/C=N/n2cnc3ccccc3c2=O)=C(O)C1	40	3.6	6	3	-7	-5	-27	3	-1	1
CCOc1ccccc1N1CC(C(=O)Nc2ccc(C(=O)O)cc2)CC1=O (stereo unspecified)	15	-0.2	1	7	-14	-4	23	0	-2	-3
CCCOc1ccc(NC(=O)C2CC(=O)N(C(C)C)C2)cc1 (stereo unspecified)	13	0.6	0	7	-2	-3	-5	1	0	-8
Cc1nn(-c2ccc(Cl)cc2)c2[nH]c(CCl)cc(=O)c12	8	-6.7	-3	-2	-8	-4	6	2	4	-1
CCOc1ccccc1N(CC(=O)NC1CCCCC1)S(=O)(=O)c1ccccc1	13	-0.6	1	13	-12	1	2	-7	0	0
O=C1CNC(=S)N1Cc1ccc(Cl)cc1	16	-0.2	4	6	-17	5	1	1	-3	0
CNC(=O)CN1C(=O)NC2(CCc3ccccc3C2)C1=O (stereo unspecified)	/	0.3	0	-5	-4	-3	3	-3	/	/
CCCCC(CC)CNC(=O)CCS(=O)(=O)c1cccc2nonc12 (stereo unspecified)	7	-0.4	6	30	-20	-1	8	0	-2	-1
CN(C)CCC(=O)N1c2ccccc2Sc2ccc(Cl)cc21	10	-0.1	0	-3	-1	-2	-12	10	0	2
O=C1CCCN1CCCn1cnc2c([nH]c3ccc(F)cc32)c1=O	38	0.2	-2	-5	-19	-6	-3	2	2	0
(list continues)
SMILES	AI-2 QS modul	HIF activator	HSP90 refold inh	HSF-1 act	KLF5 inh	HSF1 inh	aSyn UTR inh	IEC-6 tox	GSK3A inh	GSK3beta inhib
COc1cccc(CNC(=O)N2CCN(c3ccccc3Cl)CC2)c1	/	0.1	0	-2	-23	-6	16	-1	-2	/
O=C(CCCC(=O)OCC(Cl)=C(Cl)Cl)Nc1ccc(F)cc1	-9	-10	-1	11	-3	-3	-8	-3	-3	2
C#Cc1ccc([C@H]2C=C(C(=O)N3CCOCC3)O[C@@H](OCC)[C@@H]2CCCO)cc1	-1	1.1	4	-20	-13	-4	9	-2	-2	0
CCOC(=O)C1CCN(c2c(NCc3ccc(C(=O)NC4CCCC4)cc3)c(=O)c2=O)CC1	19	-0.2	1	10	-25	7	-1	4	/	4
COc1ccc(-c2oc3ncn4nc(Cc5ccccc5)nc4c3c2-c2ccc(OC)cc2)cc1	27	0.0	0	-14	-1	-2	21	-5	-2	-5
COc1cccc(C(=O)Nc2cc(C(=O)NCCc3ccccc3)ccc2Cl)c1	20	/	-2	?	-58	41	-36	0	-1	-1
O=C(C1CC1)N1CCc2cc(Br)cc(S(=O)(=O)NCc3ccco3)c21	/	/	-1	/	-15	/	/	4	-1	/
CC(=O)NC1(NC(C)=O)CCN(C)CC1	12	-1.1	-5	-11	-22	0	0	0	0	2
C=CCn1c(=O)c(C(=O)Nc2ccc(C)cc2)c(O)c2ccccc21	-7	-2.9	-2	2	-49	2	-76	-1	-2	1
CC(=O)Nc1ccc(NC(=O)COC(=O)CCc2nc3ccccc3s2)cc1	38	0.1	-8	-2	-33	-6	7	-6	0	2
CCCn1c(OC)nc2c1c(=O)n(C)c(=O)n2C	/	/	0	/	-11	/	/	-9	-1	/
O=C(O)C1C(c2ccccc2)C(C(=O)OCc2ccco2)C1c1ccccc1 (stereo unspecified)	1	-0.3	-2	-11	3	-3	-12	1	-7	4
CCOc1cccc2cc(C(=O)NCc3ccc(F)cc3)c(=N)oc12	13	-0.2	2	1	-33	-2	-9	-8	0	2
O=S(=O)(c1cnc[nH]1)N1CCN(c2ccc(F)cc2)CC1	44	-0.3	1	4	-38	1	-3	2	-5	2
Cc1c(OCc2ccccc2)c(=O)ccn1Cc1ccc(Cl)cc1	12	0.1	2	-13	-1	2	0	2	-6	2
CN(C)C(=O)c1cc(C(=O)c2ccccc2F)c[nH]1	12	1.3	-4	12	-26	4	-1	0	0	-4
CC1CCCN(CCCNC(=O)c2ccc(N3CCCC3=O)cc2)C1 (stereo unspecified)	8	0.4	-7	-2	-12	-1	-23	-4	-2	3
